# Screening data: PubChem BioAssay, several laboratories
# OX1R antag-1: OX1R (human) antagonism; O43613; OX1R-expressing cells, FRET antagonist read-out; inhibition, % at 6.6 µM; 330,000 tested, 1.8% active; AID 485270; in the data active = inhibition mostly above about 38%, no sharp cut-off; inactive = mostly below about 40%;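 also: 0% = agonist challenge alone and 100% = reference antagonist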
# Target sequence (O43613 whole entry, looked up): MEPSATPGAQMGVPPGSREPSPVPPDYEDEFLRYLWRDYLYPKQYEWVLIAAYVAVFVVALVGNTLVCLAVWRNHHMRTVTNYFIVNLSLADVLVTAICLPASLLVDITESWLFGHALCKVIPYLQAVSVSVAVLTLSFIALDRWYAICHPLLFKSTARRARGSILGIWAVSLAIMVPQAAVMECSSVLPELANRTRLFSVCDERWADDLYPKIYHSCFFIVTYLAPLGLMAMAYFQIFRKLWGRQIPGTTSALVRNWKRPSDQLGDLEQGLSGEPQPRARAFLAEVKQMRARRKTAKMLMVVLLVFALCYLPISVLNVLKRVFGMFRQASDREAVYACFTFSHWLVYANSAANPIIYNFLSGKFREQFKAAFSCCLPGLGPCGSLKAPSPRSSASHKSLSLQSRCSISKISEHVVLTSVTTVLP
# STK33 kinase inh: inhibitors of human STK33 kinase; Q9BYT3; purified STK33, MBP phosphorylation, ADP-Glo luminescence; inhibition, % at 10 µM; 320,000 tested, 0.073% active;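 active = inhibition at or above 25%, using the most active replicate where run in duplicate; inactive = inhibition below 25%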
# Target sequence (Q9BYT3 whole entry, looked up): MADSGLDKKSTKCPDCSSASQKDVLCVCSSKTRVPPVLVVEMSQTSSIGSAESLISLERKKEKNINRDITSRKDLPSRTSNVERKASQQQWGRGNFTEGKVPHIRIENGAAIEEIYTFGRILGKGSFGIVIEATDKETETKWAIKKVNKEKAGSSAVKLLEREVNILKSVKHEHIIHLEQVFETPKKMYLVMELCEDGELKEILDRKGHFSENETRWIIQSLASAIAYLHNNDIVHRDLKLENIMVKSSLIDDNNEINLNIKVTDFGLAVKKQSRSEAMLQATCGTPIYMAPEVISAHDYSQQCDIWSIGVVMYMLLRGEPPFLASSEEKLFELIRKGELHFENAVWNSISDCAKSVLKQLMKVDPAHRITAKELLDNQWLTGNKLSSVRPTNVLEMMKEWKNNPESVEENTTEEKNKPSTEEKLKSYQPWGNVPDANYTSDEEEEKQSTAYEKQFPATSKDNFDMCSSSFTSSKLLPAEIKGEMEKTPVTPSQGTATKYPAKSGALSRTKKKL
# OX1R antag-2: human HCRTR1 antagonism; O43613; CHO/OX1R cells, Fluo-8 calcium fluorescence, orexin A; inhibition, % at 5 µM; 330,000 tested, 0.43% active; AID 434989;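 active = inhibition above its plate's threshold, mean inhibition of all tested compounds on the plate plus 3 SD, cut at about 37% in these data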;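 also: 0% = orexin A challenge wells and 100% = SB-334867-A antagonist wells; not every result past the cut was called active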
# * marks the source's active call; other numbers are inactive results; . = not tested or not shown.
structure | OX1R antag-1 | STK33 kinase inh | OX1R antag-2
CC(C)N=C(NC#N)SCC(=O)NC(C)(C)C | 14 | -0.7 | -6
CCSc1nnc(NC(=O)Cc2ccc(OC)cc2)s1 | 10 | -4.6 | -20
O=C(COC(=O)CCc1ccc(S(=O)(=O)N2CCOCC2)cc1)NCc1ccc(Cl)cc1 | 8 | -2.0 | -39
CC1CCCC(NC(=O)CNC(=S)N(Cc2ccccc2)Cc2cccs2)C1C (stereo not given) | 32 | -1.7 | -21
O=c1c(F)cn(C2CCCO2)c(=O)n1Cc1ccc(Cl)cc1 (stereo not given) | 7 | -0.6 | -1
COc1cn(-c2ccccc2)nc1C(=O)Nc1ccc(C)cc1 | 28 | 0.0 | -18
Cc1cccc(C)c1NC(=O)CSc1nnc(-c2ccncc2)n1Cc1ccco1 | 36 | -1.2 | -16
COC(=O)c1c(NC(=O)C2CCCCC2C(=O)O)sc2c1CCCCC2 (stereo not given) | 10 | 0.4 | -22
CN(C)CC(c1ccccc1)c1ccccc1 | 1 | 0.3 | -11
COc1ccc(OC2OC3COC(C)(C)OC3C(O)C2NC(C)=O)cc1 (stereo not given) | 9 | -1.1 | -11
Cc1ccc(C(=O)N2CCC(C)CC2)cc1NC1=NC2CS(=O)(=O)CC2S1 (stereo not given) | 17 | 0.2 | -10
Cc1ccc(CS(=O)(=O)c2ncc(Cl)c(C(=O)Nc3ccc(OC(F)F)cc3)n2)cc1 | 25 | -0.5 | 51*
O=C(c1cc2c(s1)CCCC2)n1cccn1 | 3 | -1.0 | 11
CCNC(=O)CC1C(=O)N(c2ccc(OC)cc2)C(=O)N1CCOC (stereo not given) | -4 | -0.5 | -7
CC1C(=O)CCC1(C(=O)O)c1ccccc1 (stereo not given) | 1 | -2.5 | 2
Cc1cccn2c(=O)nc(SCC(=O)NCCc3ccccc3)nc12 | 19 | 0.2 | -15
COc1cccc(N=C2CC(C)(C)CC(=O)/C2=C(/O)c2ccccc2)c1 | 5 | -1.0 | -31
CCOC(=O)c1c(C)[nH]c(C(=O)CN2C(=O)NC(C)(c3ccc(C)cc3)C2=O)c1C (stereo not given) | -6 | 0.2 | -19
CCn1c(SCC(=O)NC2CCCC2)nnc1C(C)NC(=O)c1ccccc1F (stereo not given) | 29 | 0.6 | -24
CC(C)[C@H](CO)Nc1nc(NCc2ccc(S(N)(=O)=O)cc2)c2ncn(C(C)C)c2n1 | 15 | 10 | 6

# A draw from above in order of SMILES length, ascending.
structure | OX1R antag-1 | STK33 kinase inh | OX1R antag-2
CN(C)CC(c1ccccc1)c1ccccc1 | 1 | 0.3 | -11
COc1cn(-c2ccccc2)nc1C(=O)Nc1ccc(C)cc1 | 28 | 0.0 | -18
CCn1c(SCC(=O)NC2CCCC2)nnc1C(C)NC(=O)c1ccccc1F (stereo not given) | 29 | 0.6 | -24

# (further entries)
structure | OX1R antag-1 | STK33 kinase inh | OX1R antag-2
CCCCSc1nnc(CCC)n1N | 2 | 0.0 | -6
CN(CC(=O)Nc1cccc(F)c1)C(=O)Cc1n[nH]c(=O)c2ccccc12 | 15 | -0.8 | 8
Cc1cc(NC(=O)c2ccc(Cl)cc2)cc(C)c1OCC(=O)N1CCOCC1 | 15 | 1.6 | -14
CCOc1cc(C(N)=O)cc(Br)c1OCc1ccccc1 | 8 | 0.4 | -18
CCOC(=O)C1=C(CNCc2ccc(C)cc2)NC(=O)NC1c1ccc(OC)cc1 (stereo not given) | 7 | -1.5 | -56
O=S(=O)(c1ccc(Br)s1)N1CCN(CCOc2ccccc2)CC1 | 4 | -1.6 | -2
O=c1ccc(-c2n[nH]c(=S)n2-c2ccc(F)c(Cl)c2)n[nH]1 | 15 | -1.5 | -13
CC1(C)C2CCC1(CS(=O)(=O)NCc1ccc(S(N)(=O)=O)cc1)C(=O)C2 (stereo not given) | 38 | -0.2 | -13
Cc1cc(C)c(S(=O)(=O)NCCCN2CCOCC2)cc1Br | 9 | 1.2 | 0
CCCCn1c(N)c(N(CCC(C)C)C(=O)c2ccccc2C)c(=O)[nH]c1=O | 7 | -3.2 | -6
O=C(CSc1nnc(NC(=O)Cc2ccccc2)s1)NCc1ccco1 | 4 | -0.7 | -16
CCCc1cc(=O)oc2cc(OC(C)C(=O)NCCCn3ccnc3)ccc12 (stereo not given) | 4 | 0.7 | 1
O=C(N/N=C/c1ccc(F)cc1)c1cccc(NC(=O)c2ccccc2Cl)c1 | 22 | 1.0 | -30
CCn1c(NC)cc(=O)n(C)c1=O | 8 | -2.9 | -10
Cc1cc(C(=O)N2CC(C)CC(C)C2)n(-c2ccccc2)n1 (stereo not given) | 8 | -3.1 | -35
Cc1cc(NS(=O)(=O)c2ccc3c(c2)OCCO3)no1 | -2 | -0.1 | -19
CCCCN1C(N)=NC[C@H]1Cc1ccc(O)cc1 | 6 | -0.7 | 1
Cc1[nH]c2ccccc2c1/C=N/NC(=O)CNC(=O)c1ccccc1 | 9 | -0.8 | -17
Cc1ccc(NC(=O)C2CCN(S(=O)(=O)c3cccnc3)CC2)cc1C | 6 | 0.7 | -15
O=C(Nc1cc(Cl)ccc1N1CCOCC1)C1=COCCO1 | 19 | 2.5 | -29

# Exported with the structure last: part of the list above.
OX1R antag-1,STK33 kinase inh,OX1R antag-2,molecule
9,1.2,0,Cc1cc(C)c(S(=O)(=O)NCCCN2CCOCC2)cc1Br
7,-3.2,-6,CCCCn1c(N)c(N(CCC(C)C)C(=O)c2ccccc2C)c(=O)[nH]c1=O

# Further structures follow.
structure | OX1R antag-1 | STK33 kinase inh | OX1R antag-2
O=C(OCC(=O)N1CCOCC1)c1cc(S(=O)(=O)N2CCOCC2)c(Cl)cc1Cl | 7 | . | 3
COc1cc(C(=O)Nc2cccc(-c3nc4cc(C)ccc4o3)c2C)cc(OC)c1OC | 15 | -0.5 | -24
CCOc1ccc(C(=O)Nc2ccc3c(c2)OCCO3)cc1 | 7 | 0.0 | -5
COc1ccc(NC(=O)/C=C/c2ccc(F)cc2)cn1 | 14 | 0.9 | -15
Cc1ccc(S(C)(=O)=N/C=C2\C(=O)c3sccc3N(C)S2(=O)=O)cc1 (stereo not given) | 12 | 5.2 | -7
C=CC[C@H](CC(=O)N(CCO)Cc1ccccc1)C(=O)NCCOC(=O)[C@H](CC=C)CC(=O)OC(C)(C)C | 5 | . | -3
C/C=C/C=C/C(=O)N1CC2(CC(c3cccc(NC(=O)/C=C/C)c3)=NO2)C[C@@H]1C(N)=O (stereo not given in full) | 22 | 1.0 | 6
O=C(Cc1ccccc1F)NCC(c1ccco1)N1CCCCC1 (stereo not given) | 24 | -3.5 | -13
Nc1nonc1-c1nc2ccccc2n1CC(=O)O | 18 | -2.5 | -8
COc1ccc(C2NC(=O)N(C)C3=C2C(=O)CC(C)(C)C3)cc1OC (stereo not given) | 3 | -1.8 | -7
Cn1cccc1/C=C1\SC(=S)N(NC(=O)c2cccc(Cl)c2)C1=O | 22 | -0.5 | -25
CCOCCCNS(=O)(=O)c1ccc2c(c1)CCN2C(C)=O | 17 | 0.3 | -19
Oc1ccc(Cl)cc1CNCc1ccc(Cl)cc1 | 15 | 1.2 | -17
CCCN(C(=O)CSCc1c(C)noc1C)c1c(N)n(Cc2ccccc2)c(=O)[nH]c1=O | 7 | 1.2 | -16
O=C(CN1C(=O)NC2(CCCCCCC2)C1=O)Nc1cccc(Br)c1 | 11 | -0.1 | -16
CCN1C(=NCC2CC2)N[C@@H](c2cccc(C(F)(F)F)c2)C(C(=O)OC)=C1C | 18 | -1.9 | -30
COc1ccc(-c2ccc3oc(-c4ccc(OC)cc4)c(C#CCO)c3c2)cc1 | 27 | 0.0 | -1
CCN(c1cccc(C)c1)S(=O)(=O)c1ccc2c(c1)N(C(C)=O)CCS2 | 17 | . | -13
Cc1cccc(NC(=O)c2ccc(C)c(S(=O)(=O)N3CCCCC3)c2)n1 | 17 | -1.2 | -23
CSc1nc(-c2ccccc2)nn1S(=O)(=O)c1ccc(Cl)cc1 | 12 | -0.1 | -15

# Some of the entries so far, with values under each structure:
# Screens in order: OX1R antag-1, STK33 kinase inh, OX1R antag-2
COc1ccc(C2NC(=O)N(C)C3=C2C(=O)CC(C)(C)C3)cc1OC (stereo not given)
    3, -1.8, -7
Cn1cccc1/C=C1\SC(=S)N(NC(=O)c2cccc(Cl)c2)C1=O
    22, -0.5, -25
CCOCCCNS(=O)(=O)c1ccc2c(c1)CCN2C(C)=O
    17, 0.3, -19

# Next part
structure | OX1R antag-1 | STK33 kinase inh | OX1R antag-2
Cc1c(Cl)cccc1NS(=O)(=O)c1cccc2nsnc12 | 24 | 0.4 | -29
Cc1nc2ccccc2c(=O)n1/N=C/c1ccc([N+](=O)[O-])o1 | 24 | -0.6 | -1
Cc1ccc(NC(=O)CN2CCCC2c2cccs2)cc1S(=O)(=O)N1CCCCC1 (stereo not given) | 30* | -0.1 | 43*
O=C(CCc1ccc(S(=O)(=O)N2CCOCC2)cc1)OCC(=O)c1ccc(Br)cc1 | 5 | 2.9 | 27
COc1ccc(NC(=O)C(=O)NCCCn2ccnc2)cc1 | 5 | -0.6 | -13
CCN(CC(=O)Nc1c(F)cccc1F)C(=O)c1csc2c1CCCC2 | 26 | 0.1 | -17
Cc1cc(C(F)(F)F)c2c(N)c(C(=O)NC3CC3)sc2n1 | 15 | 2.1 | -21
NC(=O)c1c(NC(=O)c2ccccc2)sc2c1CCCC2 | 22 | -2.0 | -5
CSCCC(NC(=O)c1ccc([N+](=O)[O-])cc1Cl)C(=O)OC1CCCCC1=O (stereo not given) | 67* | -0.6 | -19
COc1cccc(C(=O)NC2CCN(CC(=O)Nc3ccccc3Cl)CC2)c1 | 4 | -0.1 | -26
CCCCC(=O)Nc1ccc(C(=O)NNC(=O)CCCOc2ccc(Cl)cc2Cl)cc1 | 14 | -0.5 | -1
CCOC(=O)/C(N)=C/c1ncc(C(F)(F)F)cc1Cl | 10 | -0.2 | -2
Cc1cccc(-n2ncc3c(N(C)C4CCCCC4)ncnc32)c1 | 33 | -0.9 | -34
Cn1c(=S)n(/N=C/c2ccc3c(c2)OCO3)c2ccccc21 | 5 | 8.0 | -13
O=C(O)c1cccc(S(=O)(=O)Nc2ccc3[nH]c(=O)[nH]c3c2)c1 | 14 | -0.6 | -7
CCN1C(=O)[C@H]2[C@@H](c3ccc(C)cc3)N3C(=O)N(c4ccccc4)C(=O)[C@@]3(Cc3ccc(Cl)cc3)[C@H]2C1=O | 63* | -1.1 | -44
CCN1C(=O)N[C@@H](CCc2ccccc2)C(C(C)=O)=C1C | 11 | 0.7 | -8
Fc1cccc(CN2CCN(c3nc4nonc4nc3NC3CC3)CC2)c1 | 12 | -2.7 | 2
COc1ccc(-n2nc3c(c2NC(=O)C(C)Oc2ccccc2)CS(=O)(=O)C3)cc1 (stereo not given) | -3 | -1.5 | 7
N#CC1(NC(=O)COC(=O)CN2C(=O)c3ccccc3C2=O)CCCCC1 | 23 | -0.3 | -12

# More compounds follow.
structure | OX1R antag-1 | STK33 kinase inh | OX1R antag-2
COc1ccccc1C(=O)OCCN1CCOCC1 | 9 | -6.8 | 4
COc1ccc(C(CNC(=O)C(CCSC)NC(=O)c2ccccc2Cl)N2CCCC2)cc1 (stereo not given) | -3 | 0.0 | -26
O=C(O)CC(c1ccccc1F)N1Cc2ccccc2C1=O (stereo not given) | -8 | -0.8 | 4
Nc1ncnc2c1ncn2[C@@H]1O[C@H](COP(=O)(O)OP(=O)(O)OP(=O)(O)O)[C@@H](O)[C@H]1O | 17 | -27 | -4
CC(=O)Nc1ccc(C(=O)c2ccccc2)cc1 | 9 | -0.7 | -12
O=C(Nc1c2c(nn1-c1ccc(F)cc1)CS(=O)(=O)C2)c1ccc(S(=O)(=O)N2CCOCC2)cc1 | 10 | -1.0 | -4
COc1ccc(OCC(=O)NNC(=O)c2cc3ccccc3o2)cc1 | 20 | -0.7 | -3
O=C(NNC1=NCCCCC1)c1ccccc1 | 8 | 0.8 | -5
O=C1Nc2cc(C(=O)N3CCOCC3)ccc2SC1N1CCOCC1 (stereo not given) | 5 | 0.4 | 13
COc1ccc(OC)c(N(CC(=O)N2CCCC2)S(=O)(=O)c2ccc(C)cc2)c1 | 10 | -1.1 | -19
Cc1cc(C)c(OCCCCNCc2ccccc2)c(Cl)c1 | 2 | -1.3 | -8
CC1(C(=O)NCc2ccc(Cl)c(Cl)c2)Oc2cccnc2NC1=O (stereo not given) | 3 | 0.5 | 11
O=C(C(=O)N1CCN(c2ccccc2)CC1)c1c[nH]c2ccccc12 | -16 | 9.3 | -41
O=C(CSc1nnc(COc2cccc3cccnc23)o1)N1CCc2ccccc21 | 14 | 0.9 | -8
COCCN(Cc1cc2cc(C)ccc2nc1Cl)C(=O)Nc1ccccc1C | 7 | 0.4 | -10
Cc1nc(Nc2ccccc2C(F)(F)F)sc1C(=O)N(C)C | 11 | -0.3 | -5
O=C(Cc1ccccc1)N/N=C/c1ccc(-c2ccc([N+](=O)[O-])cc2)o1 | 25 | -2.2 | -10
Cc1cccc(C)c1OC(=O)C(c1ccccc1)c1ccccc1 | 11 | 0.6 | -51
Cc1cc(-c2cc(C(=O)Nc3ccccc3)on2)nc(NC2CCCC2)n1 | 17 | -0.3 | -13
CCOC(=O)C1=CN(CC)S(=O)(=O)NC1c1ccc2ccccc2c1 (stereo not given) | 9 | . | -12
CCOc1ccccc1NC(=O)Cn1c(=O)n(-c2ccccc2)c(=O)c2oc3ccccc3c21 | 12 | -0.6 | 0
CS(=O)(=O)N(CC(=O)N/N=C/c1ccco1)c1ccccc1Br | 8 | 0.7 | -10
COC(=O)c1ccc(CSC2=NC[C@@H]3[C@@H]4C(=O)N(C)C(=O)[C@@H]4[C@](Cc4ccccc4)(C(=O)OC)N23)cc1 | 13 | . | 1
